TRPC6 activator = mouse TRPC6 channel activators, primary screen, cell-based, HEK293, membrane potential dye | 310,000 compounds, 0.13% hits | AID 2550, 2010 | B-score at 10 µM | HEK293-TRPC6 membrane potential dye fluorescence; stronger effect = higher value;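 active = B-score of the integrated fluorescence ratio above library mean plus 3 SD, and starting fluorescence ratio within library mean plus 5 SD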;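 note: higher score means more depolarization so channel activation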
TRPC4 block = inhibitors of mouse TRPC4 channel, primary screen, Fluo4 calcium, HEK293 TRPC4beta/mu-opioid cells; DAMGO-evoked Fluo4 calcium flux; stronger effect = lower value; B-score at 10 µM; 300,000 compounds, 0.39% hits;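 active = B-score over 3 SD under the library average, no early fluorescence shift, positive overall ratio signal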
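Material: HEK293 cells with stable TRPC4beta plus mu-opioid receptor expression / Probe or stimulus: DAMGO in two steps, submaximal then maximal / Compound: single concentration per test compound / Technique: kinetic Fluo4 fluorescence imaging of calcium influx / Read-out: per-well B score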
TRPC6 inhibitor = mouse TRPC6 channel inhibitors, primary screen, cell-based, HEK293, membrane potential dye. Short transient receptor potential channel 6 (Mus musculus), Q61143. ACh-evoked depolarization; stronger effect = lower value. B-score at 10 µM. 310,000 compounds, 1.1% hits;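 active = B-score under library mean minus 3 SD, initial fluorescence not abnormally high, positive integrated signal ratio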;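 note: B-score derived from integrated fluorescence ratio over the kinetic read; more negative B-score means stronger inhibition of depolarization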
MrgX1 allo act = positive allosteric modulators of MrgX1, primary screen, HEK293 cells, Fluo-4 calcium flux; 310,000 compounds, 0.63% hits; Mas-related G-protein coupled receptor member X1 (Homo sapiens), Q96LB2; B-score at 10 µM; FDSS; stronger effect = higher value;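 active = plate-corrected calcium response at least 3 library SD above typical, normal starting fluorescence, not activating the receptor alone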;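 note: compound read alongside a low EC10 to EC30 dose of BAM8-22 agonist; peak minus trough fluorescence over baseline measured at the second addition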
Target sequence (Q96LB2 whole entry, looked up): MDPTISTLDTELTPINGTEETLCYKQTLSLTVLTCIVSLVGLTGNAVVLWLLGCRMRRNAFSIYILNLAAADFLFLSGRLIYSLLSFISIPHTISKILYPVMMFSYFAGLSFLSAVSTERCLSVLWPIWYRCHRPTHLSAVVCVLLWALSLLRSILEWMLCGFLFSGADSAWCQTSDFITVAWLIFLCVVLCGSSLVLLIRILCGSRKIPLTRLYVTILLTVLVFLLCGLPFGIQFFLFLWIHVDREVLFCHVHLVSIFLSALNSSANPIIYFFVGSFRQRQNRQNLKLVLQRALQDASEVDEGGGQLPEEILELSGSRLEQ
TRPC4 potent = positive allosteric modulators of TRPC4, primary screen, cell-based, mouse TRPC4beta, HEK293 mu-opioid, Fluo-4 calcium; B-score at 10 µM; DAMGO EC20, Fluo-4 Ca2+ flux; stronger effect = higher value; Short transient receptor potential channel 4 (Mus musculus), Q9QUQ5; 310,000 compounds, 0.42% hits;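 active = B-score of calcium response area above 5 SD of library B-scores, with initial fluorescence ratio within 5 SD of library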;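 note: B-score of integrated fluorescence ratio over time as area under calcium response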
MrgX1 antag = antagonists of human MrgX1 receptor, primary screen, HEK293 cells, Fluo-4 calcium flux; Mas-related G-protein coupled receptor member X1 (Homo sapiens), Q96LB2; BAM8-22 antagonism; stronger effect = lower value; B-score at 10 µM; 310,000 compounds, 1.3% hits;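 active = calcium-response B-score plate-corrected more than 3 library SD below zero, starting fluorescence within 5 deviations, no agonist response on first addition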;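 note: peak minus trough fluorescence over baseline after final BAM8-22 challenge near maximal dose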
TRPC4 agonist = activators of mouse TRPC4 channel, primary screen, Fluo4 calcium, HEK293 TRPC4beta/mu-opioid cells; B-score at 10 µM; Fluo4 calcium fluorescence; stronger effect = higher value; 310,000 compounds, 0.49% hits; Short transient receptor potential channel 4 (Mus musculus), Q9QUQ5;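 active = B-score above 5 SD of library B-scores, and initial fluorescence ratio not above library mean plus 5 SD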;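 note: positive B-score marks a calcium rise read as TRPC4 activation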
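Material: TRPC4beta and mu-opioid receptor HEK293 stable cells | Incubation: 45 min room-temperature Fluo4 loading, 110 s read | Detection: Kinetic Fluo4 calcium fluorescence | Measure: Integrated baseline-normalised fluorescence ratio, converted to per-well B score | Benchmarks: Low control buffer alone, high control maximal DAMGO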
ANO1 block = TMEM16A chloride channel inhibitors, primary screen, cell-based, HTS; AID 588511, 2011; normalized B-score (activity score, 25-100; higher = stronger inhibition) at 10 µM; Anoctamin-1 (Mus musculus), Q8BHY3; 310,000 compounds, 1.2% hits; HEK293 TMEM16A/YFP iodide influx fluorescence, ionomycin;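 active = ratio plate-corrected score three or more library SD toward inhibition, starting fluorescence score within five deviations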;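 note: score derived from kinetic fluorescence span divided by baseline fluorescence per well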
ANO1 activ = TMEM16A chloride channel activators or potentiators, primary screen, cell-based, HTS. HEK293 TMEM16A/YFP-H148Q/I152L, iodide quench fluorescence; stronger effect = lower value. AID 623877, 2012. B-score at 10 µM. 340,000 compounds, 0.3% hits;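 active = fluorescence-ratio B-score plate-corrected deviation score at least 3 library SD below zero, with starting fluorescence score within 5 deviations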;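 note: channel opened by trigger with iodide after compound preincubation; score built on the fluorescence ratio of max minus min over baseline; more negative score means more quench and so TMEM16A activation or potentiation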
MrgX1 agonist = agonists of human MrgX1 receptor, primary screen, HEK293 cells, Fluo-4 calcium flux. Mas-related G-protein coupled receptor member X1 (Homo sapiens), Q96LB2. Fluo-4 calcium fluorescence, agonist mode; stronger effect = higher value. B-score at 10 µM. 310,000 compounds, 0.44% hits. AID 588627, 2011;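 active = calcium response B-score plate-corrected fluorescence ratio at least 3 library SD, with starting fluorescence B-score inside 5 SD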
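Assay system: stable human MrgX1 HEK293 cell line. Quantity: 15,000 cells per well. Schedule: cells plated overnight, dye loaded 0.5 h 37 °C, 0.5 h room temperature. Detection: Fluo-4 NW calcium-flux fluorescence, kinetic read. Read-out basis: peak-minus-minimum fluorescence over baseline, converted to B scores. Control set: positive and negative control wells on each plate.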
SKKanGAS inh = S. pyogenes SKKanGAS growth inhibitors in kanamycin, primary screen, streptokinase expression inhibitor project, SKKanGAS strain, BacTiter-Glo luminescence. 6 h. inhibition, % at 7.5 µM. 300,000 compounds, 1.3% hits. AID 1662, 2009;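 active = mean replicate score, as percent of positive control median, at least 50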;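 note: strain carries kanamycin resistance gene driven by streptokinase promoter and grows in 40 µg/ml kanamycin; loss of luminescence reflects streptokinase promoter inhibition or plain growth inhibition; 0% = median of DMSO wells and 100% = positive control at its reference dose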
Numbers without * were called inactive; i = inactive; . = not tested or not shown.

SMILES	TRPC6 activator	TRPC4 block	TRPC6 inhibitor	MrgX1 allo act	TRPC4 potent	MrgX1 antag	TRPC4 agonist	ANO1 block	ANO1 activ	MrgX1 agonist	SKKanGAS inh
Cc1nc(NC(=O)CSc2nc3ccccc3s2)sc1C(=O)N(C)C	i	i	i	i	i	i	i	i	i	i	-3
COc1ccc(C2c3[nH]c4ccccc4c3C[C@H]3C(=O)N(CCCO)CC(=O)N23)c(OC)c1 (some centres undefined)	i	i	i	i	i	i	i	i	i	i	-4
CN(C)c1nnnn1-c1ccccc1Oc1ncc(C(F)(F)F)cc1Cl	i	i	i	i	i	i	i	i	i	i	-9
CSc1ccccc1OCc1cc(C(=O)N(C)Cc2ccncn2)no1	i	i	i	i	i	i	i	i	i	i	11
CCOC(=O)N1CCN(C(=O)CSCc2nc(-c3ccccc3C)oc2C)CC1	i	i	i	i	i	i	i	i	i	i	4
CCCCNC(=O)CSc1nc(COc2ccccc2)nc2ccccc12	i	i	i	i	i	i	i	i	i	i	6
COC(=O)Cc1c(O)ccn(C2CC2)c1=O	i	i	i	i	i	i	i	i	i	i	11
Cn1c(=O)c2c(nc(CN3CCN(C(c4ccccc4)c4ccccc4)CC3)n2CC(N)=O)n(C)c1=O	i	i	i	i	i	i	i	i	i	i	5
COC(=O)c1cc(CNC(=O)c2cccc(Cl)c2Cl)ccc1OC	i	i	i	i	i	i	i	i	.	i	0
COC(=O)[C@H](CCSC)NC(=O)Nc1cc(C)ccc1C	i	i	i	i	i	i	i	i	i	i	-1
CCO[C@H]1OC(C(=O)O)=C[C@@H](c2coc3ccccc3c2=O)[C@@H]1CCCO	i	i	i	i	i	i	i	i	i	i	-1
CCn1cc(C2=NOC(C(=O)Nc3cc(C)nn3-c3ccccc3)C2)c(C)n1 (centres undefined)	i	i	i	i	i	i	i	i	i	i	.
CCCCN(C(=O)CSCc1c(C)noc1C)c1c(N)n(CCCC)c(=O)[nH]c1=O	i	i	i	i	i	i	i	i	i	i	-15
CCCCCCCC(=O)Nc1ccc(S(=O)(=O)Nc2nccs2)cc1	i	i	i	i	i	i	i	i	i	i	-8
O=c1sc2ccccc2n1COc1ccc(Cl)cc1	i	i	i	i	i	i	i	i	i	i	23
Cc1ccc2cccc(OCC(=O)Nc3ccc(N4CCOCC4)cc3)c2n1	i	i	i	i	i	i	i	i	i	i	7
Cc1c(C)n(-c2ccc(Cl)cc2)c2ncnc(N)c12	i	i	i	i	i	i	i	i	i	i	-1
CC(=O)c1cc(F)c(N2CCN(C(=O)C(C)(C)C)CC2)cc1C	i	i	i	i	i	i	i	i	i	i	2
COc1ccc(-c2cc(C(=O)Nc3ccc(O)cc3)c3ccccc3n2)cc1OC	i	i	i	i	i	i	i	i	i	i	12
CCOC(=O)C1CCCN(CCC(=O)Nc2cccc(Cl)c2C)C1 (centres undefined)	i	i	i	i	i	i	i	i	i	i	3
CCOc1ccc(NC(=O)Nc2ccccc2C(N)=O)cc1	i	i	i	i	i	i	i	i	i	i	5
O=c1[nH]c(/C(=N\O)c2ccccc2)no1	i	i	i	i	i	i	i	i	i	i	-3
COc1ccccc1-n1cc(-c2ccccc2)[nH]c1=S	i	i	i	i	i	i	i	i	i	i	-3
COc1ccc(NC(=O)CSc2nnc(C3CCCCC3)o2)c(OC)c1	i	i	i	i	i	i	i	i	i	i	-7
CCN(CC)S(=O)(=O)c1cccc(-c2nnc(SC(C)C#N)n2Cc2ccccc2)c1 (centres undefined)	i	i	i	i	i	i	i	i	i	i	-10
CONc1nc2nonc2nc1NOC	i	i	i	i	i	i	i	i	i	i	3
COC(=O)C(Nc1nccs1)(OC)C(F)(F)F (centres undefined)	i	i	i	i	i	i	i	i	i	i	-24
CSc1oc(-c2ccco2)nc1S(=O)(=O)c1ccc(F)cc1	i	i	i	i	i	i	i	i	i	i	6
CCC1CCCCN1C1Sc2ccc(C(=O)OC)cc2NC1=O (centres undefined)	i	i	i	i	i	i	i	25*	i	i	-17
COc1ccc(NC(=O)C2CCCN(S(C)(=O)=O)C2)cc1OC (centres undefined)	i	i	i	i	i	i	i	i	i	i	-11

Reprinted from the part before: 2 entries, then new ones.
SMILES	TRPC6 activator	TRPC4 block	TRPC6 inhibitor	MrgX1 allo act	TRPC4 potent	MrgX1 antag	TRPC4 agonist	ANO1 block	ANO1 activ	MrgX1 agonist	SKKanGAS inh
CCC1CCCCN1C1Sc2ccc(C(=O)OC)cc2NC1=O (centres undefined)	i	i	i	i	i	i	i	25*	i	i	-17
COc1ccc(NC(=O)C2CCCN(S(C)(=O)=O)C2)cc1OC (centres undefined)	i	i	i	i	i	i	i	i	i	i	-11
COCCNC(=O)C(c1ccc(OC)cc1)N(C(=O)Cn1nnc2ccccc21)c1cccnc1 (centres undefined)	i	i	i	i	i	i	i	i	i	i	-3
Cn1ccnc1SCC(=O)NC12CC3CC(CC(C3)C1)C2	i	i	i	i	i	i	i	i	i	i	5
O=C(O)c1cc(=O)cc(C(=O)O)[nH]1	i	i	i	i	i	i	i	i	i	i	0
COc1cc(/C=N/n2cnnc2)ccc1OCc1ccc(C)cc1	i	i	i	i	i	i	i	i	i	i	0
COc1ccc(NC(=O)CN2CCN(c3nc(-c4ccc(F)cc4)cs3)CC2)c(OC)c1	i	i	i	i	i	i	i	i	i	i	14
O=C(Cc1ccc(-c2ccccc2)cc1)Nc1ccccc1	i	i	i	i	i	i	i	i	i	i	-4
COc1ccc(CCNC(=O)CSc2nc(=O)n3cc(C)ccc3n2)cc1OC	i	i	i	i	i	i	i	i	i	i	-6
Cc1cccc(C(=O)OCC(=O)N(C)c2ccccc2)c1C	i	i	i	i	i	i	i	i	i	i	1
O=C(COc1ccc(S(=O)(=O)NC2CCCCC2)cc1Cl)N1CCN(c2ccccc2)CC1	i	i	i	i	i	i	i	i	i	i	8
CCOC(=O)CN(C(=O)c1snc(C(N)=O)c1N)C(C(=O)NCCC(C)C)c1ccc(F)cc1 (centres undefined)	i	i	i	i	i	i	i	i	i	i	0
COc1nccc(NCc2ccccc2)c1C#N	i	i	i	i	i	i	i	i	i	i	-1
Cn1ncc(Cl)c1C(=O)NC1CCCC1	i	i	i	i	i	i	i	i	i	i	-3
O=C(Nc1nc2ccccc2n1CCOc1ccccc1)c1ccco1	i	i	i	i	i	i	i	i	i	i	77*
Cc1ccc(-n2c(Cc3cccn3C)nnc2SCC(=O)NCc2ccco2)cc1	i	i	i	i	i	i	i	i	i	i	2
Cc1ccc(CSc2nnc(CS(=O)Cc3ccc(Cl)cc3Cl)n2C)cc1 (centres undefined)	i	i	i	i	i	i	i	i	i	i	-10
O=C(OCc1nnc(-c2ccccc2)o1)c1cc(Cl)ccc1[N+](=O)[O-]	i	.	i	i	i	i	i	i	i	i	-10
CC(C)Oc1cccc(C(=O)C2CCCN(Cc3cnn(C(C)C)c3)C2)c1 (centres undefined)	i	-6*	i	i	i	i	i	i	i	i	-14
Oc1ccc(N=Nc2n[nH]c(-c3ccccc3)n2)cc1	i	i	i	i	i	i	i	i	i	i	3
O=C(CCc1n[nH]c(=O)[nH]c1=O)N/N=C/c1ccc(Br)o1	i	i	i	i	i	i	i	i	i	i	5
Cc1cc([N+](=O)[O-])c(C)cc1-c1ccc(/C=N/NC(=O)c2cccnc2)o1	i	i	i	i	i	i	i	i	i	i	-3
C=CCOC(=O)C1=C(C)Nc2ncnn2C1c1cc(Br)ccc1F (centres undefined)	i	i	i	i	i	i	i	i	i	i	2
CCOC(=O)c1nnc(-c2ccccc2)[nH]c1=O	i	i	i	i	i	i	i	i	i	i	0
CCOc1ccc(C(CCc2ccccc2)NC(=O)c2ccccc2)cc1OCC (centres undefined)	i	i	i	i	i	i	i	i	i	i	-6
Cc1cc(C)c(S(=O)(=O)N(CC(=O)O)CC(=O)O)c(C)c1	i	i	i	i	i	i	i	i	i	i	-3
Cc1ccc(S(=O)(=O)/N=S(/C)c2ccccc2)cc1 (centres undefined)	i	i	i	i	i	i	i	i	i	i	-4
COc1ccc(/C=C(/CC(=O)Nc2ccccc2)c2nc3ccccc3s2)cc1	i	i	i	i	i	i	i	i	i	i	9
Cc1ccc(CNC(=O)CCC(=O)N2CC(C)Sc3ccccc32)cc1 (centres undefined)	i	i	i	i	i	i	i	i	i	i	-2
COc1ccc(C(=O)CC(CC(=O)c2ccc(OC)cc2)C(=O)O)cc1	i	i	i	i	i	i	i	i	i	i	8
CCCCC(CC)C(=O)NCCCN1CCN(CCCNC(=O)C(CC)CCCC)CC1 (centres undefined)	i	i	i	i	i	i	i	i	i	i	-7
Cc1ccc(S(=O)(=O)N2CCC(C(=O)Nc3ccccc3N3CCCC3)CC2)cc1	i	i	i	i	i	i	i	i	i	i	-9
C=CCn1c(Br)nc2c1c(=O)[nH]c(=O)n2C	i	i	i	i	i	i	i	i	i	i	4
Cc1ccc(OCC(=O)Nc2ccc(S(=O)(=O)Nc3cc(C)nc(C)n3)cc2)c(C)c1	i	i	i	i	i	i	i	i	i	i	9
COc1ccc(-c2cc(C(=O)Nc3cccnc3)c3ccccc3n2)cc1OC	i	i	i	i	i	i	i	i	i	i	6
CC(C)C(=O)Nc1c(-c2ccc(Cl)cc2)c(=O)c2ccccc2n1C	i	i	i	i	i	i	i	i	i	i	-1

Screening results deposited in PubChem BioAssay by several laboratories.
